TrxR1 substrate – substrates of rat thioredoxin reductase 1; O89049; purified TrxR1 substrate turnover, NADPH consumption readout; Potency, µM (titrated, usually from 114 µM), without a hit: top-dose activity change, negative = substrate turnover; 0.01% of 390,000 active; note: % is set by controls: 0 for no effect and ±100 for the full control effect; nearly all actives have a fitted effect of over 50% in size
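Rat TrxR1, dispensed at 90 nM, was prereduced with 400 uM NADPH (final) for 5 min at ~22 deg C, then incubated with compound 15 min before 400 uM selenite. A first-read NADPH fluorescence drop versus no-compound background flagged substrates.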
Vif-A3F inh – blocks the Vif interaction with APOBEC3F; HeLa A3F-eYFP + Vif (tagged APOBEC3F with the HIV-1 protein that degrades it), YFP fluorescence increase; Potency, µM (highest dose often 46.1 µM), without a hit: at the highest dose activity, negative = active; 0.2% of 390,000 active; note: % of control where 0% means no effect; nearly all actives have a fitted effect of over 65% in size
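HeLa cells stably expressing A3F-eYFP plus Vif, plated and incubated overnight at 37 deg C, then exposed to compounds overnight at 37 deg C. Blocked degradation read as raised yellow fluorescence (Ex 488/Em 500-530).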
RXFP1 ag – activates the human relaxin receptor RXFP1 | Q9HBX9 | 0.3% of 370,000 active | Potency, µM (top dose mostly 57.5 µM), for the others: at the highest dose activation, actives largely listed as activators | HEK293T-RXFP1 cAMP TR-FRET, 30 min; response scale: percent of porcine relaxin response, buffer zero; note: % is set by controls: 0 for no effect and ±100 for the full control effect; nearly all actives have a fitted effect of over 60% in size; many of its hits are not listed in these tables
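cAMP rise read by TR-FRET after 30 min, 37C compound exposure (up to 58 uM) in RXFP1-transfected HEK293 cells with Ro 20174 present. EC50 from Hill-equation fits, with 29 nM porcine relaxin as 100% and buffer as basal.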
IDH1 R132H inh – inhibitors of human mutant IDH1 R132H | O75874 | IDH1-R132H enzyme, NADPH consumption, diaphorase/resazurin fluorescence | Potency, µM (top dose mostly 76.6 µM), for the others: at the top dose activity change, negative = inhibition, usual class: inhibitors | 0.093% of 390,000 active; note: % is set by controls: 0 for no effect and ±100 for the full control effect; nearly all actives have a fitted effect of over 65% in size
Target sequence (O75874 whole entry R132H, stated change not applied): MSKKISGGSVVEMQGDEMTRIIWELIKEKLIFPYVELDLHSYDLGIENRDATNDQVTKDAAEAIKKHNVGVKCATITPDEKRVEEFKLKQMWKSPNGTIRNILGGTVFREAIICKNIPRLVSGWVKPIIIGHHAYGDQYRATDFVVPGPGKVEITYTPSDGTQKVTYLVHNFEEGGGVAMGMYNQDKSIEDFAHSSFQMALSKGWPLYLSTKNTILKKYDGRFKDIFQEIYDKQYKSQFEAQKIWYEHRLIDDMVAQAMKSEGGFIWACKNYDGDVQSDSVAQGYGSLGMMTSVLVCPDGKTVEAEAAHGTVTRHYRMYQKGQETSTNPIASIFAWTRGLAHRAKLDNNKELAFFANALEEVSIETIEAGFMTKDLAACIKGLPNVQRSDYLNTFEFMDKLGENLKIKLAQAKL
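IDH1-R132H (0.5 ug/mL) preincubated 30 min with compound, then NADPH (0.016 mM) and alpha-KG (2 mM) added; 80 min at RT, pH 7.5. Remaining NADPH coupled via diaphorase/resazurin to fluorescence (540/590 nm); concentration-response curves normalized to no-enzyme control.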
rTrxR1 inhibitor – blocks rat thioredoxin reductase 1; O89049; recombinant rTrxR1, NADPH fluorescence consumption, selenite substrate; Potency, µM (doses to about 114 µM), for inactives: at the top dose activity change, negative = inhibition, hits mostly inhibitors; 1% of 390,000 active; AID 588453; note: % is set by controls: 0 for no effect and ±100 for the full control effect; nearly all actives have a fitted effect of over 65% in size
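Rat TrxR1 (90 nM in the dispensed reagent) was pre-reduced with 400 uM NADPH for 5 min at room temperature, then incubated with compound for 15 min. After 400 uM selenite was added, NADPH fluorescence (Ex 340/Em 450 nm) was followed for 8 min.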
RGS4 inhibitor – inhibitors of human regulator of G protein signaling 4; P49798; Transcreener GDP fluorescence polarization, RGS4-accelerated GTP hydrolysis; Potency, µM (series often up to 114 µM), inactives show at the top dose activity change, negative = inhibition, most hits filed as inhibitors; 0.039% of 390,000 active; AID 504845; note: % is set by controls: 0 for no effect and ±100 for the full control effect; nearly all actives have a fitted effect of over 75% in size; some results filed as inactive show a strong effect at the top dose
Target sequence (P49798 whole entry, looked up): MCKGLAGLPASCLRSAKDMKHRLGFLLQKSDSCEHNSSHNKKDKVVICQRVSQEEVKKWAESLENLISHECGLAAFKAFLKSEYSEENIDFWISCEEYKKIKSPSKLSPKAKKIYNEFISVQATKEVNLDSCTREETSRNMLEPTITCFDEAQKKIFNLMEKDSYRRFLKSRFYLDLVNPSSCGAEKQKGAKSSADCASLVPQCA
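MLSMR compounds (23 nl, pin-transferred) preincubated 10 min at room temperature with a 500nM (2x) first reagent, then RGS4 at 900nM (2x) plus Transcreener GDP mix added; fluorescence polarization (620/688 nm) read before and after 90 min at 30 °C.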
USP1 inh – blocks the human USP1/UAF1 deubiquitinase complex; O94782; recombinant USP1/UAF1, Ub-Rhodamine cleavage fluorescence; Potency, µM (series often up to 57.1 µM), for inactives: top-dose activity change, negative = inhibition, hits mostly inhibitors; 0.23% of 390,000 active; AID 743255; note: % is set by controls: 0 for no effect and ±100 for the full control effect; nearly all actives have a fitted effect of over 60% in size; inactives centre near -12
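High-throughput fluorogenic screen: 1nM USP1/UAF1 complex, Ub-Rho substrate 150nM final, 50mM HEPES pH 7.8 with 0.5mM EDTA, 0.1 mg/ml BSA, 1mM TCEP and 0.01% Tween-20.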
Vif-APOBEC3G blk – inhibitors of Vif-APOBEC3G interaction; Q9HC16; HeLa A3G-eYFP + Vif (tagged APOBEC3G with the HIV-1 protein that degrades it), YFP fluorescence, overnight; Potency, µM (series often up to 46.1 µM), for the others: top-dose activity, negative = active, most hits filed as inhibitors; 0.076% of 410,000 active;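 note: % is set by controls: 0 for no effect and ±100 for the full control effect; nearly all actives have a fitted effect of over 60% in size; hits raise eYFP signal because A3G escapes Vif-driven loss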
Target sequence (Q9HC16 whole entry, looked up): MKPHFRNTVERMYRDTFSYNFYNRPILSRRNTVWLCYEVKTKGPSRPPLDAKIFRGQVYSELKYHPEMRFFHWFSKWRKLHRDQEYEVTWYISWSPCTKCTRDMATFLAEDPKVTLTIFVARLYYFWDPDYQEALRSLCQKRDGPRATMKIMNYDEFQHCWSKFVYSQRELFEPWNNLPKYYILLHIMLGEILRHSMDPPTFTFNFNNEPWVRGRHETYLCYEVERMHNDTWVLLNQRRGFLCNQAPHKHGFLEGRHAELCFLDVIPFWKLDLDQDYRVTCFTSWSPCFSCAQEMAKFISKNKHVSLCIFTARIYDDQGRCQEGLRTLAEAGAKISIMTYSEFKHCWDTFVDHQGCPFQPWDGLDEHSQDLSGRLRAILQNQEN
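HeLa cells stably expressing Vif and C-terminally eYFP-tagged A3G, seeded overnight at 37 deg C, then exposed to compound by pintool overnight at 37 deg C. Rise in yellow fluorescence (Ex 488/Em 500-530, Acumen) marks blocked Vif-driven A3G degradation.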
12-LOX inh – blocks human arachidonate 12S-lipoxygenase; purified 12hLO, xylenol orange hydroperoxide absorbance; Potency, µM (highest dose often 108 µM), without a hit: at the top dose activity change, negative = inhibition, usual class: inhibitors; 1.1% of 580,000 active; AID 1671190; note: % is set by controls: 0 for no effect and ±100 for the full control effect
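Purified human 12hLO at 150 nM in 25 mM Hepes, 0.01% Triton X-100, pH 7.0, preincubated 15 min at room temperature with compound. Reaction started with 40 uM arachidonic acid, 30 min at room temperature. Hydroperoxide measured by Fe-xylenol orange, 573/405 nm absorbance ratio.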
* hit, by the source's call; i = inactive; ? = inconclusive; · = no result given; [ ] = another dose, or the depositor's remark. Calls come from the whole dose curve; as a rule, active = well fitted curve in the direction sought with a large enough effect; inconclusive = small, poorly fitted or top-dose-only effect, or another doubt; inactive = no such curve, though single readings can be large; an effect the other way counts as inactive or inconclusive. Potency is the fitted concentration of half-maximal effect.

Structure	TrxR1 substrate	Vif-A3F inh	RXFP1 ag	IDH1 R132H inh	rTrxR1 inhibitor	RGS4 inhibitor	USP1 inh	Vif-APOBEC3G blk	12-LOX inh
[O-][n+]1ccc(C2CC2)cc1	15%[57.1 µM]	7%	0.0%	7%	-7%[57.1 µM]	-19%	-13%	3%	8%
CSc1nc(C)cc(SC(C(C)=O)C(=O)Nc2ccccc2)n1 (configuration not stated)	-2%	-11%	-1.3%	-2%	?	?	-5%	0%	?
O=C(c1cccc(Oc2c(Cl)cccc2[N+](=O)[O-])c1)N1CCOCC1	-1%	-8%	0.6%	9%	-2%	-32%	-7%	1%	4%
CCCC[C@@H]1C=C(C(=O)O)[C@H](c2ccc(C)cc2)N1S(=O)(=O)c1ccc(C)cc1	1%	2%	·	-1%[38.3 µM]	8%	12%	-17%	0%	0%
CCc1noc(C)c1C(=O)N(CC)c1nc2c(C)cccc2s1	2%[57.1 µM]	-10%	-0.3%	4%	7%[57.1 µM]	-18%	-19%	-4%	4%
O=C(Cc1ccccc1)Nc1ncccc1Cl	-4%	-11%	·	-6%	11%	11%	0%	2%	-21%
CCOC(=O)C(Cc1ccccc1)NC(=O)CCc1nnc2ccc(N3CCOCC3)nn12 (configuration not stated)	2%	-1%	27%	-6%	11%	12%[11.4 µM]	-22%	3%	6%
CCn1cnc2c1c(=O)n(Cc1nnc3n1-c1ccccc1SC3)c(=O)n2Cc1ccccc1	-4%	-7%	1.8%	-1%	0%	-5%	-5%	-2%	0%
COc1ccc(O)c(CN2CCC(n3nccc3NC(=O)c3ccccc3Cl)CC2)c1	-7%	2%	2.5%	10%	-13%	-40%	-9%	-2%	?
COc1ccccc1CNC(=O)COC(=O)c1cccs1	2%	-5%	·	8%	13%	5%	-23%	4%	203%[activator]
CN(CCOc1ccccc1)C(=O)c1cc(S(=O)(=O)N2CCOCC2)c(Cl)cc1Cl	·	-1%	·	12%	·	·	-24%	1%	-9%
O=C(COC(=O)/C=C/c1ccc(OC(F)F)cc1)NC(=O)NCc1ccccc1	-4%	-23%	2.1%	-19%	16%	9%	-4%	-6%	145%[activator]
CCCC(c1nnnn1Cc1ccc(OC)cc1)N1CCN(c2ccccc2OC)CC1 (configuration not stated)	8%[57.1 µM]	8%	-0.8%	8%	19%[57.1 µM]	-24%	-6%	-1%	?
COc1ccc(NC(=O)Cc2nc3ccccc3[nH]2)cc1	-1%	-7%	1.1%	5%	-2%	-12%	-22%	-4%	1%
CCOC(=O)C1CCN(c2c(C(=O)c3ccc(C)cc3)cnc3ccc(F)cc23)CC1	-6%	1%	0.1%	4%	8%	-6%	-12%	4%	?
O=c1cc(-c2ccccc2)cc(-c2ccccc2)n1CCCO	12%[57.1 µM]	-3%	0.1%	-10%	28%[57.1 µM]	37%	-8%	0%	-4%
CCCc1cc(C(=O)Nc2ccc(C(C)=O)cc2)no1	5%[57.1 µM]	1%	1.8%	10%	-5%[57.1 µM]	-13%	-16%	-3%	18%
COC1OC(CO)C(N=C(C)C)C1O (configuration not stated)	16%[57.1 µM]	18%	·	4%	5%[11.4 µM]	-3%	-5%	0%	-19%
CCN(CC)CCNC(=O)c1ccc(Sc2ccc(C)cc2)c(NC(C)=O)c1	-6%[57.1 µM]	-25%	-0.3%	2%	9%[57.1 µM]	25%	-5%	0%	0%
Cc1cccc(N2C(=O)N3[C@@H]4c5ccccc5OC[C@@H]4[C@@H](c4ccccc4)[C@]3(C)C2=O)c1	3%	-1%	-1.5%	12%	15%	0%	-19%	-2%	·
CN(C)/C=C/C(=O)c1ccccc1F	-6%	0%	-0.4%	0%	2%	-10%	-7%	1%	0%
COc1ccccc1NC(=O)CSc1nc2sc(C)c(C)c2c(=O)n1Cc1ccco1	1%	-1%	-1.3%	1%	?	?	-23%	-5%	0%
CCN(CC)C(=O)Oc1ccc2cc(Br)ccc2c1	-10%	2%	3.6%	4%	-7%	-13%	-20%	0%	-15%
COc1ccc(CCN2C(=O)C3C(C2=O)C2C=CC3C23CC3)cc1OC (configuration not stated)	-6%	13%	-1.1%	2%	15%[57.1 µM]	?	-25%	2%	0%

Results in TrxR1 substrate and RXFP1 ag, for three of the compounds above:
| mol | TrxR1 substrate | RXFP1 ag |
| --- | --- | --- |
| O=C(COC(=O)/C=C/c1ccc(OC(F)F)cc1)NC(=O)NCc1ccccc1 | -4% | 2.1% |
| CCCC(c1nnnn1Cc1ccc(OC)cc1)N1CCN(c2ccccc2OC)CC1 (configuration not stated) | 8%[57.1 µM] | -0.8% |
| COc1ccc(NC(=O)Cc2nc3ccccc3[nH]2)cc1 | -1% | 1.1% |

(next part)
structure | TrxR1 substrate | Vif-A3F inh | RXFP1 ag | IDH1 R132H inh | rTrxR1 inhibitor | RGS4 inhibitor | USP1 inh | Vif-APOBEC3G blk | 12-LOX inh
CCN(CC)S(=O)(=O)c1ccc(Nc2cc(C)nc3ncnn23)cc1 | -9% | -10% | 3.2% | 6% | -2% | -3% | -9% | 0% | ?
Cc1cccc(NC(=O)CSc2nc3nc(C)cc(C)n3n2)c1 | 8%[0.0914 µM] | -2% | 14% | 0% | 17%[57.1 µM] | -17% | -13% | 0% | -12%
COc1ccc2[nH]c3c(C)c4cc[n+](C)cc4c(C)c3c2c1 | 0% | 9% | · | 12% | 6% | -5% | -3% | 6% | ?
Cc1nc(N)nc(N/N=C/c2c(F)cccc2Cl)n1 | -17%[57.1 µM] | -19% | -4.7% | 5% | 28%[57.1 µM] | -3% | -18% | 0% | -7%
Cc1nn(-c2ccccc2)c(OC(=O)C(C)C)c1Sc1ccc(Cl)cc1 | -3% | · | -1.1% | · | 53%[activator] | ? | 0% | · | ?
CCCCOc1cccc(C2C(C(=O)c3ccc(C)o3)=C(O)C(=O)N2c2nnc(C)s2)c1 (configuration not stated) | -20% | -77% | ? | -3% | ? | 5% | 12% | -9% | ?
CCOc1ccc(OCC)c(NC(=O)CCSCCc2ccccn2)c1 | 7% | 7% | 0.6% | 1% | 28% | 1% | -12% | -8% | -5%
COc1ccc(C(=O)NCCS(=O)(=O)NCc2ccc(C)cc2)cc1 | 5%[57.1 µM] | 1% | -1.6% | 0% | 9%[57.1 µM] | 5% | -19% | 0% | 6%
C[C@H](CCCC/C=C/C(=O)O)O[C@@H]1O[C@@H](C)[C@H](O)C[C@H]1O | 8%[57.1 µM] | -2% | -0.9% | 8% | 11% | -10% | -15% | 1% | -1%
Cc1ccc(CCSc2ccc(F)cc2)cn1 | 5%[11.4 µM] | 4% | 0.5% | 5% | 20%[11.4 µM] | -12% | 0% | -3% | 0%
COc1ccc(CC2(CO)CCN(Cc3cnc(-c4ccccc4C)nc3)CC2)cc1 | 3% | -11% | 1.1% | 0% | 13% | 30% | -9% | 0% | ?
CCC(C)c1ccccc1NC(=O)COc1ccc(-c2nnco2)cc1 (configuration not stated) | 4% | -13% | 0.6% | 6% | 11% | -27% | -9% | -6% | -22%
CSc1nc(NCCOC(C)=O)c(C#N)c(-c2ccc(C(C)(C)C)cc2)n1 | 22% | 0% | -2.9% | 5% | 79%[activator] | 17% | -13% | 2% | -16%
CCN(CC)Cc1c(O)ccc2occ(C(=O)c3ccccc3)c12 | -1% | 1% | 1.4% | -3% | 8% | -15% | -22% | 0% | ?
N#CCc1cc2ccc3cccc4ccc(c1)c2c34 | 53%[activator] | -9% | 0.9% | 11% | 46%[activator] | 22% | -25% | 1% | 109%[activator]
CN(Cc1ccccc1)C(=O)c1ccc([N+](=O)[O-])o1 | -1% | -9% | -1.5% | 7% | ? | -6% | -3% | ? | -14%
COc1ccccc1-c1nc(C#N)c(N2CCN(C(c3ccccc3)c3ccccc3)CC2)o1 | 7% | · | 0.0% | -2% | -3% | 14% | 6% | 1% | i
Cc1cccc(C)c1NC(=O)c1cc(S(=O)(=O)N2CCc3ccccc3C2)ccc1F | -9%[57.1 µM] | 2% | -0.8% | 11% | -7%[57.1 µM] | -5% | -6% | 2% | -23%
CC(=N\NC(=O)c1ccccc1)/C(=N/O)C(=O)Nc1ccccc1 | 0% | ? | 0.4% | 0% | 17% | -2% | -27% | 3% | -16%

Not all compounds are listed. The share of hits here may be higher or lower than overall.
